LMPTP block – LMPTP (human) inhibition; P24666; 360,000 tested, 0.22% active; recombinant LMPTP-A, OMFP fluorogenic substrate, fluorescence intensity; AID 651560; inhibition, % at 20 µM;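 active = compounds that cut the enzyme signal by at least half of the control window in the single-dose screen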;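 note: plate controls were DMSO wells with enzyme plus substrate for no effect and substrate without enzyme for full effect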
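Test system: LMPTP-A phosphatase enzyme; input: 0.625 nM LMPTP-A final; reagent: OMFP substrate, 400 µM final; compound dosing: 20 µM single dose, 3% DMSO; incubation: 50 min dark incubation at room temperature; measured by: endpoint fluorescence intensity from OMFP dephosphorylation; measure: % inhibition relative to no-enzyme and uninhibited control wells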
Scp1 inh – blocks human Scp-1 phosphatase activity. Q9GZU7. Recombinant Scp1, phosphopeptide, malachite green phosphate absorbance. inhibition, % at 20 µM. 340,000 tested, 0.88% active. AID 493091;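 active = inhibition above about 50% at 20 µM, limit read from the data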;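 note: plate controls were DMSO wells with enzyme for no effect and wells lacking enzyme for full effect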
Target sequence (Q9GZU7 76-261 limits assumed): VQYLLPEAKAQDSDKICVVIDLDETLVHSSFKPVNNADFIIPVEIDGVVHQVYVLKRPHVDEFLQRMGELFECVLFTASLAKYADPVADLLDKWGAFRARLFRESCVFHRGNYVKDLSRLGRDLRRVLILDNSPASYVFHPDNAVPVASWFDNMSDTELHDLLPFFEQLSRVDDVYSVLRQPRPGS
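Material – SCP-1 phosphatase catalytic domain, residues 76-261 · Buffer or medium – Acidic Tris acetate buffer with magnesium and detergent · Also added – Phospho 17-mer peptide substrate · Compound – single 20 µM dose, 1% DMSO · Times – 45 min room-temperature reaction, 5 min colour, 30 min stabiliser · Technique – Phosphate-binding colour reagent, absorbance read at 630 nm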
DNMT1 inh – inhibitors of human DNMT1. P26358. DNMT1 molecular beacon, Hinp1I cleavage, fluorescence. 360,000 tested, 0.83% active. AID 588458. inhibition (reported as % activation of signal), % at 10 µM; in the data active = inhibition above about 50%
eLon inh – E. coli protease La inhibition; P0A9M0; purified E. coli Lon protease, fluorescence polarization; inhibition, % at 7.94 µM; 360,000 tested, 0.42% active; AID 602123; in the data active = inhibition above about 13%, passing the limit was not always enough;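 note: 0% = enzyme with probe and DMSO and 100% = no enzyme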
SUMO1-SIM PPI – SUMO1-SIM interaction modulation | P63165 | SUMO1 binding to a labelled peptide, TR-FRET, 1 h | inhibition, % at 20 µM | 360,000 tested, 0.33% active | AID 602429; in the data active = inhibition above about 37%
Target sequence (P63165 whole entry, looked up): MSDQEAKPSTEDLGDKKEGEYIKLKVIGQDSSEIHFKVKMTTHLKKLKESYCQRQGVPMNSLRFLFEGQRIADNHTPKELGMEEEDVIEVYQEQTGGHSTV
NRP1-CendR mod – alters CendR peptide binding to human NRP-1. O14786. FAM-RPARPAR peptide binding to NRP-1, fluorescence polarization. inhibition, % at 25 µM. 360,000 tested, 0.85% active;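 active = inhibition or corrected inhibition above about 18%, plus a signal ratio from 0.5 to 1.5, limit read from the data, passing the limit was not always enough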; note: strong numbers were not always called active
TbMetRS inhib – blocks T. brucei methionyl-tRNA synthetase activity | AID 624268 | 360,000 tested, 0.4% active | inhibition, % at 11.9 µM | purified T. brucei MetRS, ATP depletion, Kinase-Glo luminescence;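 active = inhibition above a per-plate cutoff of the control wells' mean inhibition plus 3 SD, cut at about 5.5% in these data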;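 note: 0% = DMSO wells median and 100% = median of wells with control inhibitor compound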
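Measured by: Kinase-Glo luciferase luminescence reporting remaining unconsumed ATP. Material: purified T. brucei MetRS enzyme. Doses: 11.9 µM compound single dose, 0.9% DMSO. Medium: HEPES buffer containing pyrophosphatase, BSA, spermine, DTT. Times: 15 min preincubation, 2 h reaction, all 25 °C. Reagent: methionine, ATP and bulk E. coli tRNA.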
STEP block – inhibitors of human striatal-enriched phosphatase STEP; AID 588621; 360,000 tested, 0.25% active; P54829; recombinant STEP, OMFP fluorogenic substrate, fluorescence; inhibition, % at 20 µM;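 active = inhibition at 20 µM, scaled per plate between control wells, above about 37%, limit read from the data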;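 note: 0% = DMSO with enzyme and substrate and 100% = substrate only without enzyme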
Target sequence (P54829 whole entry, looked up): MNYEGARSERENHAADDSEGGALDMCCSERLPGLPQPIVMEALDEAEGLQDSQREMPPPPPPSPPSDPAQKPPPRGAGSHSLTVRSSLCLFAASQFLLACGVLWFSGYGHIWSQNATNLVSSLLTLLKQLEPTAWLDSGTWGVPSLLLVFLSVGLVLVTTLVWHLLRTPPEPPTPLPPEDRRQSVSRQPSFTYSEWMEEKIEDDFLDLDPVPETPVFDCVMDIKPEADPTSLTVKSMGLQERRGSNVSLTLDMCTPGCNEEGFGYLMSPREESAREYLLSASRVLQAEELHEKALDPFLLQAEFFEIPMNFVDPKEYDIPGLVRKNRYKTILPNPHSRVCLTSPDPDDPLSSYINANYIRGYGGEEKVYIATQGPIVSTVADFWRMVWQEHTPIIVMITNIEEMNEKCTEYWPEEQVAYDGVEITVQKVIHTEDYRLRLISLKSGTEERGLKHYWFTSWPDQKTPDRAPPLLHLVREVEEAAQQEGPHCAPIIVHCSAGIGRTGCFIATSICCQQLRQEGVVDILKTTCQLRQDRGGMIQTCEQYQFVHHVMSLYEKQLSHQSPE
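Assay system: isolated STEP enzyme. Buffer or medium: pH 6.0 Bis-Tris with DTT and Tween 20. Also added: fluorogenic phosphatase substrate OMFP at 25 µM final. Dosing: 20 µM, 1% DMSO. Timing: 20 min reaction, room temperature, in the dark. Measured by: fluorescence intensity, excitation 480 nm, emission 540 nm. Evaluation: normalized % inhibition.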
MsrA inh – bovine MsrA inhibition; purified bovine MsrA, absorbance read-out; inhibition, % at 15.5 µM; AID 651718; 360,000 tested, 0.75% active; in the data active = inhibition above about 4.5%;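 note: 0% = vehicle wells with enzyme and 100% = reference inhibitor wells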
MsrA act – activators of bovine methionine sulfoxide reductase A | purified bovine MsrA, absorbance read-out | activation, % at 10.6 µM | 360,000 tested, 0.3% active | AID 602163; in the data active = activation above about 7.5%;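 note: 0% = vehicle and 100% = reference activator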
The depositor's hits bear a star; · = no result given.

entry	smiles	LMPTP block	Scp1 inh	DNMT1 inh	eLon inh	SUMO1-SIM PPI
1	Cc1ccccc1C(=O)NNC(=O)C(=O)Nc1cccc(Cl)c1C	-2.1	-6	-1	6	4
2	O=[N+]([O-])c1ccc(N2CCN(Cc3ccccc3)CC2)s1	8.7	4	-4	-76	-61
3	CCN(CCNC(=O)C1CCN(c2nnc(-n3cccc3)s2)CC1)c1ccccc1	1.3	-10	2	-1	3
4	NC(=S)NNc1ccc(Cl)c(Cl)c1	-0.7	-7	-3	-2	-1
5	CCOC(=O)C1(C)NC(c2ccccc2F)C2C(=O)N(c3cccc(C(C)=O)c3)C(=O)C21 (stereo not drawn)	-0.3	2	3	-1	2
6	COc1ccc(NC(=O)CNc2ccc(C#N)cc2)cc1	-0.6	6	6	3	0
7	O=C(CC1C=CCC1)Nc1ccccc1 (stereo not drawn)	-0.6	-4	-2	50*	3
8	CCOC(=O)c1cnc2c(OC)cccc2c1N1CC(C)CC(C)C1 (stereo not drawn)	3.8	-1	0	-4	-6
9	COc1ccccc1CNC(=O)CCNC(=O)c1ccco1	-0.7	3	2	9	-1
10	CCOc1ccc(OCCOC(=O)C2CCN(S(=O)(=O)c3ccc(C)c(C)c3)CC2)cc1	3.2	-9	2	3	1
11	C=CCOc1ccc(/C=C\c2nc(O)c([N+](=O)[O-])c(=O)[nH]2)cc1OCC	1.0	99*	19	-13	7
12	Cc1ccc(NC(=O)NC(=O)CSc2n[nH]c(N)n2)c(C)c1	-0.2	-7	1	5	-1

entry	NRP1-CendR mod	TbMetRS inhib	STEP block	MsrA inh	MsrA act
1	13	-1.1	0	-1.0	-2
2	-20	-1.3	6	0.5	-9
3	-3	-0.4	3	0.8	1
4	2	-0.6	-1	-1.2	0
5	5	-0.7	-3	-1.1	-2
6	1	-0.8	-5	-0.7	-5
7	6	0.2	-3	-0.4	-5
8	6	0.0	0	0.8	3
9	8	-0.6	-1	0.0	-9
10	-11	-0.8	2	0.7	-6
11	-3	0.2	6	0.6	-3
12	3	0.6	1	2.5	-1

New compounds follow
entry	smiles	LMPTP block	Scp1 inh	DNMT1 inh	eLon inh	SUMO1-SIM PPI
13	CC(=O)N/C(=C\c1ccccc1)C(=O)NCC(=O)O	-2.7	-3	1	-4	-2
14	CC(C)C(C(=O)O)N1CCS(=O)(=O)CC1 (stereo not drawn)	-0.2	-3	-3	7	1
15	O=C(Cn1cnc([N+](=O)[O-])n1)NCc1ccccc1	-1.8	-2	1	-4	-5
16	O=C(c1cnn(-c2ccc(Cl)cc2)c1)c1ccccc1O	1.7	1	-1	2	-2
17	CC1CC(C)CN(CCCNC(=O)c2ccc(CNS(=O)(=O)c3ccc(F)cc3)cc2)C1 (stereo not drawn)	-2.0	-4	-4	-1	-4
18	C=CC[C@]12CC=CC(=O)[C@@]1(O)O[C@H](c1ccc(OC)c(OC)c1)[C@H]2C	1.1	-1	-4	-6	0
19	C[C@@H]1CN(S(=O)(=O)C(C)(C)C)[C@@H](CCO)/C1=C\c1ccccc1	-0.7	-14	4	3	5
20	Cc1cc(C)cc(CC(=O)N2CCC2(C)C(=O)NS(=O)(=O)c2ccc(C#N)cc2)c1 (stereo not drawn)	-1.2	·	7	-8	6
21	CC1Cc2ccccc2N1C(=O)c1ccc(F)c(S(=O)(=O)N2CCOCC2)c1 (stereo not drawn)	-1.5	-3	1	10	-7
22	CC(C)c1ccc(C(O)c2cnc(C(C)C)n2C)cc1 (stereo not drawn)	-1.3	-3	4	-3	3
23	Cc1onc(-c2ccccc2)c1-c1nnc(-c2ccccc2C(F)(F)F)o1	3.9	-18	-2	4	0
24	CC(C)(C)C(=O)Cn1nnc(-c2ccc(C(F)(F)F)cc2)n1	2.6	-7	-1	1	2

entry	NRP1-CendR mod	TbMetRS inhib	STEP block	MsrA inh	MsrA act
13	6	-0.5	1	0.2	-4
14	1	0.4	-1	1.4	-1
15	-3	-1.2	-7	-0.5	4
16	6	-2.2	3	2.4	-7
17	17	-0.3	-4	-0.3	-2
18	-6	-0.1	-3	-0.2	-10
19	-8	-0.2	1	1.0	0
20	5	-0.1	-1	0.7	-1
21	2	0.1	-5	0.4	-3
22	8	0.2	4	1.3	-1
23	5	-0.2	2	0.1	-3
24	14	0.1	2	-1.0	-2

Scp1 inh: entries above that show a hit.
cpd	compound	LMPTP block	Scp1 inh	DNMT1 inh	eLon inh	SUMO1-SIM PPI	NRP1-CendR mod	TbMetRS inhib	MsrA inh	MsrA act
11	C=CCOc1ccc(/C=C\c2nc(O)c([N+](=O)[O-])c(=O)[nH]2)cc1OCC	1.0	99*	19	-13	7	-3	0.2	0.6	-3

The results go on.
entry	smiles	LMPTP block	Scp1 inh	DNMT1 inh	eLon inh	SUMO1-SIM PPI
25	Cn1cc(/C=C2\SC(=S)N(NC(=O)c3ccccc3)C2=O)c2ccccc21	2.0	-16	0	-92	-2
26	CCCCCCCCCCS(=O)(=O)N/N=C/c1ccc(O)cc1	2.6	-4	-9	4	2
27	COC(=O)C1=C(C)N(Cc2ccc3c(c2)OCO3)C(=O)C1	-0.3	-2	1	-3	-2
28	Cc1cccc(NC(=O)C2C3CCCCC32)c1 (stereo not drawn)	-0.6	-6	2	3	0
29	Cc1ccc(C2=NNC(c3ccc(Cl)cc3)=Nc3ccccc32)o1	1.2	-2	1	-3	-9
30	Cc1ccc(-c2nn(-c3ccccc3)cc2/C=C/C(=O)OCC(=O)NC2CC2)o1	2.2	-4	-5	-4	-3
31	Cc1cccc(NS(=O)(=O)c2ccc(C(=O)NCC(C)(C)N3CCOCC3)cc2)c1C	-0.9	0	0	-7	0
32	COc1ccc([C@H]2CC(=O)C=C(/C=C/c3ccccc3)C2)cc1	5.1	-11	-1	-5	-22
33	COc1ccc(C(=O)NCc2ccc3c(c2)OCO3)cc1	-1.6	2	-1	4	0
34	COc1cccc(NC(=O)CN(C)C(=O)Cn2c(=O)oc3ccccc32)c1	1.5	2	3	-2	-1
35	O=C(Nc1ccc(Cl)cc1)N1CCOCC1	-2.5	-12	1	6	4
36	CN(CCC#N)C(=S)Nc1ccc(Oc2ccccc2)cc1	0.3	-2	-2	-2	-2

entry	NRP1-CendR mod	TbMetRS inhib	STEP block	MsrA inh	MsrA act
25	-85	-0.5	-20	-0.8	-5
26	3	-0.6	-4	-0.4	-9
27	8	0.6	-2	-0.4	1
28	1	0.1	2	-0.4	-3
29	-3	-0.1	-2	-0.5	0
30	9	-1.1	1	1.3	-9
31	4	-0.4	1	0.4	-1
32	-8	-0.1	1	0.7	8.1*
33	0	-0.3	-2	-1.0	-2
34	-6	-0.7	0	0.1	-11
35	1	-1.3	3	0.6	-4
36	5	-0.2	1	-1.3	-3

The list continues.
entry	smiles	LMPTP block	Scp1 inh	DNMT1 inh	eLon inh	SUMO1-SIM PPI
37	Cc1ccc(/C=C2\C(=N)N3N=C(CC(=O)N4CCCCC4)SC3=NC2=O)cc1	-0.8	-1	1	-3	-1
38	Cc1cc(Br)cn2c(Cc3ccccc3)c(-c3ccccc3)nc12	1.9	·	6	-10	-11
39	O=c1c(N2CCOCC2)nsn1Cc1ccccc1	0.6	-3	-4	6	-2
40	O=S(=O)(Nc1cccc2[nH]ncc12)c1cccs1	4.5	5	1	-4	0
41	Clc1ccc(-c2csc(-c3cccnc3)n2)s1	0.5	-4	7	-1	-17
42	O=C(NCCOc1ccccc1)c1cncc(Br)c1	-1.1	1	1	-6	0
43	O=C1CC(N2CCN(c3ncccn3)CC2)C(=O)N1CCc1ccccc1 (stereo not drawn)	0.2	2	4	-4	-1
44	O=C1C2C3C=CC(CC3)C2C(=O)N1/N=C/c1ccco1 (stereo not drawn)	1.5	-8	0	14	-7
45	C[C@@H]1CN([C@H](C)CO)S(=O)(=O)c2ccc(C#CC3CCCCC3)cc2O[C@H]1CN(C)C(=O)Cc1ccncc1	-2.3	·	-25	-12	1
46	COc1ccc(S(=O)(=O)N2CCOCC2)cc1NC(=O)c1ccc(-n2nc(C)cc2C)cc1	3.6	6	-2	-3	0
47	CCN(CC)S(=O)(=O)c1cc(NC(=O)c2cc([N+](=O)[O-])ccc2N2CCOCC2)ccc1C	2.1	2	-3	6	-23
48	Cc1cc(C)cc(-n2ccnc2SCC(=O)Nc2ccc3c(c2)OCCO3)c1	0.0	8	-2	-5	-1
49	O=C(NCCCN1CCOCC1)c1cc(-c2ccc(F)cc2)on1	-2.2	-6	1	0	2

entry	NRP1-CendR mod	TbMetRS inhib	STEP block	MsrA inh	MsrA act
37	-52	-0.8	1	-0.7	-7
38	-6	-0.7	0	1.8	-4
39	-4	-0.5	-4	-1.0	-6
40	13	-0.9	1	1.6	-8
41	-17	1.4	-1	0.8	-11
42	4	0.1	2	0.9	3
43	3	-1.1	-2	0.5	-9
44	3	-0.9	0	3.2	0
45	-56	-0.8	0	0.5	-1
46	5	-1.0	-1	-0.6	-8
47	3	0.3	3	0.1	-2
48	3	0.8	-2	0.1	-11
49	-4	0.0	-1	-1.0	-3

Among those listed so far, these contain a COOH group:
entry	smiles	LMPTP block	Scp1 inh	DNMT1 inh	eLon inh	SUMO1-SIM PPI
13	CC(=O)N/C(=C\c1ccccc1)C(=O)NCC(=O)O	-2.7	-3	1	-4	-2
14	CC(C)C(C(=O)O)N1CCS(=O)(=O)CC1 (stereo not drawn)	-0.2	-3	-3	7	1

entry	NRP1-CendR mod	TbMetRS inhib	STEP block	MsrA inh	MsrA act
13	6	-0.5	1	0.2	-4
14	1	0.4	-1	1.4	-1
